From PubChem
NR2E3 ag-1: activates human photoreceptor nuclear receptor NR2E3 | AID 2300 | Q9Y5X4 | GST-NR2E3/biotin-RetCOR TR-FRET, 1536-well | inhibition of corepressor binding, % at 4.78 µM | 320,000 tested, 0.12% active;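 active = percent inhibition above the cutoff of mean plus 3 SD of all tested compounds, set per screening campaign, cut at about 20% in these data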;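 note: 0% = DMSO wells and 100% = biotin wells as full block of FRET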
Target sequence (Q9Y5X4 whole entry, looked up): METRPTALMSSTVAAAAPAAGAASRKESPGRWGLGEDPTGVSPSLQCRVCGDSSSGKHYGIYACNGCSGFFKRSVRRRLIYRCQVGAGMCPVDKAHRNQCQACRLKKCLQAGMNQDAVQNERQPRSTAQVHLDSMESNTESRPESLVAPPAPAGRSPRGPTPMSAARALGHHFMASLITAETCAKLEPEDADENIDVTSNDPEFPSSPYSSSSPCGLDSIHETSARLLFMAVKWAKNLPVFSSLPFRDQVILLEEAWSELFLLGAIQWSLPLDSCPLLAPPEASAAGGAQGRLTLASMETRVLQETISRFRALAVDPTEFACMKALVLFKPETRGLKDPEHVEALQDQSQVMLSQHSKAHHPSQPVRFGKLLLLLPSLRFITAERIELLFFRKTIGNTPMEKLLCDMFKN
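System: GST-tagged NR2E3 plus biotinylated RetCOR corepressor; Amount: 1.35 nM GST-tagged NR2E3 final; Dosing: single nominal compound dose of 4.8 µM; Schedule: 5 h incubation at 4 °C; Technique: TR-FRET with europium anti-GST and streptavidin-D2, 340 nm excitation; Controls: biotin wells as high control, 0.6% DMSO wells as low control.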
Vif inh: inhibitors of HIV Vif; HEK293T cells, Vif self-association by quenched fluorescence, imaging, 24 h; inhibition, % at 7.49 µM; 340,000 tested, 0.35% active; in the data active = inhibition above about 50%, passing the limit was not always enough; note: some results filed as inactive read as strong as hits
Shn3 3UTR inh: Schnurri-3 reporter inhibition in Clone20 osteoblasts; inhibition, % at 12.5 µM; AID 588674; Clone20 osteoblast Shn3 3'UTR firefly luciferase, 24 h; 360,000 tested, 0.52% active;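 active = mean inhibition of at least 75% with every replicate also reaching 75%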;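 note: 0% = median of neutral control wells and 100% = pilot-screen positive control compound; some compounds past the cut are filed as inactive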
PDI turbidity: inhibitors of human protein disulfide isomerase; inhibition, % at 10 µM; P07237; 350,000 tested, 0.052% active; PDI insulin aggregation turbidity, A650, 90 min;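 active = mean inhibition across replicates of 30% or more, whatever share of single replicates reach that level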;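 note: absorbance from insulin aggregation driven by PDI reduction with DTT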
Target sequence (P07237 whole entry, looked up): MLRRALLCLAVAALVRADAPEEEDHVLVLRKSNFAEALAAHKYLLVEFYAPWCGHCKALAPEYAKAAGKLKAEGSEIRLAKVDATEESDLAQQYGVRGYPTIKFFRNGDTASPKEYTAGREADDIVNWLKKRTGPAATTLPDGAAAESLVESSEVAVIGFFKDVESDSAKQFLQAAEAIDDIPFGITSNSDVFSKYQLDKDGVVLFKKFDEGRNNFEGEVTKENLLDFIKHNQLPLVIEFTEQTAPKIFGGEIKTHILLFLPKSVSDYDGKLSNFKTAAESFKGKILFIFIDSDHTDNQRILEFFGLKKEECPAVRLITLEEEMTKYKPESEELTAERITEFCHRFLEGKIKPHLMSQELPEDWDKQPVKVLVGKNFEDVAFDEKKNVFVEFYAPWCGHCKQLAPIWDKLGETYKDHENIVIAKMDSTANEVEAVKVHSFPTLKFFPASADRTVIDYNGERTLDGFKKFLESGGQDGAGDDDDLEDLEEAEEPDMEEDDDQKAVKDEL
CaV13 ICDI inh: Disruptors of the CACNA1D IQ motif to Ca2+-dependent inactivation inhibitor domain association, primary screening, Förster resonance energy transfer in intact living …. HEK cells, CFP/YFP FRET ICDI-IQ, plate reader, 10 min; percent FRET-ratio fall versus neutral wells. inhibition, % at 12.3 µM. 340,000 tested, 0.098% active. AID 743397;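 active = mean replicate inhibition of at least 30% and at least 1% of replicates passing that level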;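 note: 0% = median of the neutral control wells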
NR2E3 ag-2: human photoreceptor-specific nuclear receptor agonism | 360,000 tested, 0.35% active | CHO-S Gal4-NCOR/VP16-NR2E3 two-hybrid, luciferase | AID 602229 | inhibition of corepressor binding, % at 3.98 µM | Q9Y5X4;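 active = inhibition above the mean of all tested compounds plus 3 SD, cut at about 70% in these data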;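 note: 0% = DMSO with NR2E3 transfected cells and 100% = cells lacking NR2E3 construct; higher means lower luciferase signal from less NR2E3 corepressor binding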
HIF-2a block: HIF-2a inhibition; 360,000 tested, 0.72% active; inhibition, % at 18.8 µM; AID 624352; 786-0 RCC cells HIF-2a reporter, luciferase luminescence, overnight;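 active = inhibition of the luminescence signal of 40% or more relative to plate controls, in a single-dose primary screen at 18.75 µM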
TRPM1 prom inh: reduces MITF-dependent TRPM1 promoter luciferase signal | AID 488899 | inhibition, % at 12.5 µM | SK-MEL-5 TRPM1 promoter luciferase, 24 h | 330,000 tested, 0.83% active;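 active = mean inhibition across replicates of 60% or more, whatever share of single replicates reaches that level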; note: values of inactives mirror those of a sister screen read the other way
Peg3 promoter: Peg3 promoter activity inhibition; AID 588405; inhibition, % at 20 µM; HeLa PEG-Prom luciferase reporter, luminescence, overnight; 360,000 tested, 1.7% active;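 active = inhibition of at least 50% at 20 µM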
KKLEB cytotox: CF airway cell cytotoxicity counter-screen; 360,000 tested, 0.36% active; KKLEB CF airway cells viability, ATPlite luminescence, overnight; active compounds read low; cells stimulated with P. aeruginosa culture filtrate; activity change (cytotoxicity), % at 5 µM; AID 602141;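 active = corrected activity change at or below -50% at 5 µM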
CF NFkB block: blocks PAF-induced NF-kB reporter in cystic fibrosis cells; 360,000 tested, 0.86% active; inhibition, % at 5 µM; KKLEB NF-kB-GFP reporter, GFP fluorescence overnight; AID 588850;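 active = at least 50% inhibition at 5 µM, scaled per plate between neutral and stimulator controls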;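 note: PAF is a Pseudomonas aeruginosa culture filtrate used as stimulus; plate controls were PAF-stimulated DMSO wells for no effect and unstimulated DMSO wells for full effect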
An asterisk follows results filed as active; · = no result given.

SMILES	NR2E3 ag-1	Vif inh	Shn3 3UTR inh	PDI turbidity	CaV13 ICDI inh	NR2E3 ag-2	HIF-2a block	TRPM1 prom inh	Peg3 promoter	KKLEB cytotox	CF NFkB block
Cc1ccc(C2=N/C(=C\N(C)C)C(=O)O2)cc1	-2	·	-71	-5	-3	-68	-331	-91	-204	13	0
Cc1nc(NC(=O)COC(=O)CNC(=O)c2ccco2)c(Cl)cc1Cl	·	19	-41	5	-5	-36	17	2	17	14	-8
COc1ccc(NC(=O)C2CC2)cc1OC1CCCC1	1	0	-3	-1	·	-46	9	5	6	-6	6
Cc1ccc(S(=O)(=O)N2CCOC2CNC(=O)C(=O)NCc2ccco2)cc1 (configuration not stated)	0	-1	1	·	-7	-10	1	·	5	4	7
O=C(c1cccs1)N1CCN(C/C=C/c2ccccc2)CC1	-2	-8	13	7	·	-3	-21	-3	-25	4	3
Fc1ccccc1OCCSc1nnnn1-c1ccccc1	3	1	-40	11	-4	-146	-201	-59	-214	-6	0
O=C(CCc1nc2ccccc2c(=O)[nH]1)OCc1cccc(C(F)(F)F)c1	-2	-2	-4	3	-4	4	16	7	-10	1	-2
CC1CC(C)CN(C(=O)C(C)N(C)CC(=O)Nc2ccc(Cl)cc2)C1 (configuration not stated)	1	-11	5	-1	0	-9	9	5	18	-1	26
O=C(CCC1N=C2c3ccccc3N=C(SCc3ccccc3Cl)N2C1=O)NCc1ccco1 (configuration not stated)	4	3	10	8	·	-9	2	1	3	2	-11
C(=NN=C1c2ccccc2-c2ccccc21)c1c[nH]c2ccccc12	·	-1	3	24	-8	-1	-173	-6	-110	-9	-14
COc1ccccc1Nc1cc(C)nc2c(C)cccc12	·	-14	0	6	-5	13	9	·	2	6	-6
Cn1c(=O)oc2cc(NC(=O)CCl)ccc21	-3	-3	-7	22	-4	16	15	40	24	18	-35
O=C1N(c2ccccc2)C2CS(=O)(=O)CC2N1c1ccc(Br)cc1 (configuration not stated)	1	-8	1	1	-7	-15	9	2	5	-5	12
Cc1nn(CC(=O)NC(=O)c2ccccc2)c(C)c1[N+](=O)[O-]	4	54*	0	0	-7	21	21	3	-1	-4	5
CN(CC(=O)NCCCc1ccccc1)S(=O)(=O)c1ccc(Br)cc1	1	5	2	-14	11	10	9	-1	25	-8	-9
CCOC(=O)C(NC(=O)c1ccccc1Cl)(Nc1ccc(C(F)(F)F)cc1)C(F)(F)F (configuration not stated)	2	·	5	11	-8	-36	17	1	21	6	0
C=CCNc1nc2c3ccccc3n(C(C)=O)c2s1	-2	0	-29	-11	·	-30	-136	-1	-156	-1	-9
Cc1ccc(S(=O)(=O)Nc2ccccc2)cc1[N+](=O)[O-]	·	-5	1	1	-6	-5	3	-3	7	14	-26
Cc1ccccc1NC(=O)c1sc(Cl)nc1-c1ccccc1	3	·	-15	-5	·	-6	11	1	-4	7	-10
C=C(C)C(=O)Nc1cccc(C2=NOC3(C2)C[C@H](C(N)=O)N(C(=O)c2ccccc2)C3)c1 (some centres not stated)	4	13	-2	-4	-5	-44	16	2	13	21	-20
C/C(=N\NC(=O)c1cc2ccccc2cc1O)c1cc2ccccc2o1	-1	-10	-6	-6	-2	0	-23	8	9	-5	23
Cc1ccc(S(=O)(=O)n2c(=O)oc3ccccc32)cc1	-2	-3	5	·	-10	3	-1	9	16	2	8
CCCC1(c2ccccc2)NC(=O)N(CC(=O)NCc2ccc(C)cc2)C1=O (configuration not stated)	-2	-3	16	1	-22	-23	20	4	19	11	-18
CC(=O)OCC(=O)[C@@]1(O)[C@H](C)C[C@H]2[C@@H]3CCC4=CC(=O)C=C[C@]4(C)[C@@]3(F)[C@@H](O)C[C@@]21C	-4	0	10	-1	-5	-12	21	-13	-10	9	69*
CC(C)c1ccc(C2NC(=O)CCC2[N+](=O)[O-])cc1 (configuration not stated)	2	3	15	-7	10	-6	7	-6	-17	-2	-7
COC(=O)c1ccc(SCC(=O)NC2CCCCC2)c([N+](=O)[O-])c1	0	-14	13	-5	-8	-14	13	-3	-1	9	0
Cc1onc(-c2c(F)cccc2Cl)c1C(=O)OCC(=O)NC(c1ccccc1)c1ccccc1	-5	2	27	-1	-8	-5	2	-6	31	-12	12
CC(=O)c1cc2c(cc1NC(=O)CSc1nc3ccccc3o1)OCO2	5	-1	-29	8	-5	-13	-200	-36	-155	9	-12
C=CCN1C(=O)C(O)(CC(=O)c2ccc(OC)cc2OC)c2cc(Br)ccc21 (configuration not stated)	3	-15	-21	4	-1	12	19	5	34	-3	-10
Cn1c(NC(=O)COc2ccccc2)cc(=O)n(C)c1=O	4	4	-24	10	-7	-24	-16	14	1	9	-4
O=C(O)C1CC(=O)N(Cc2cccnc2)C1 (configuration not stated)	2	0	-13	-1	-9	12	5	0	3	-7	-3
Cc1ccc(N2C(=O)C3CCCN3C2=S)cc1C (configuration not stated)	-3	-3	11	9	-3	-32	-9	8	-18	2	1
CCCCn1nnnc1C(c1ccnc2ccccc12)N1CCN(C/C=C/c2ccccc2)CC1 (configuration not stated)	·	·	-12	·	-5	-1	8	·	10	-5	-5
C=CC(C)(C)O[C@@H]1O[C@H](CO)[C@@H](O)[C@H](O)[C@H]1O	4	-6	-2	-3	-9	-18	-4	-16	9	-7	0
COc1cc(CNCCN2CCOCC2)ccc1OCC(=O)NC(C)(C)C	6	-5	14	-1	-4	-5	15	9	3	-17	2
Cc1ccc(C(=O)NCC(=O)OCCCn2c(=O)[nH]c3ccccc32)cc1	2	1	6	-3	-4	-3	-1	5	-11	12	10
CCOC(=O)N1CCN(S(=O)(=O)N2CCCC(C(=O)NCc3ccccc3Cl)C2)CC1 (configuration not stated)	1	-3	-1	-1	-15	-11	0	7	2	6	5
CC(C)Oc1ccccc1OCCCCn1cnc2ccccc2c1=O	-3	2	3	-1	-3	-9	11	-2	5	6	-4
CSCCC(=O)NC1CCCN(CCc2ccccc2)C1 (configuration not stated)	-1	-7	7	7	-4	-7	22	0	11	-1	1
CCCOc1ccc(OC(=O)c2ccc(Br)o2)cc1	-1	21	-8	0	-8	7	18	-5	5	3	14
O=C(CSc1nnc(COc2ccc(Cl)cc2)o1)N(c1ccccc1)C1CCS(=O)(=O)C1 (configuration not stated)	·	-19	14	17	-12	6	-14	·	-6	1	2
O=C(COC(=O)Cc1ccc(F)cc1)NC1CCCCCC1	·	-14	9	-3	-5	-35	17	5	9	6	1
CN(CC(=O)Nc1ccccc1Cl)C(=O)COC(=O)c1cnccn1	2	-9	1	0	-2	-20	14	-3	16	5	-20
Cc1ccccc1-c1nc(CN2CCC(C(=O)NC3CCN(Cc4ccccc4)CC3)CC2)c(C)o1	4	2	33	·	-8	-7	2	30	56*	-8	20
CC[C@@H](C)[C@@H]1CN([C@@H](CN2CCC[C@H]2CN2C(N)=NC[C@H]2C(C)C)C(C)C)C(=N)N1CCc1ccc(Cl)c(Cl)c1	·	·	8	11	·	-16	1	-3	-10	-4	-7
CN1CCc2c(sc3nc(SCC(=O)NCc4ccco4)n(-c4ccccc4)c(=O)c23)C1	2	-3	-12	-9	-7	-47	-130	-56	-92	-32	-3
Cc1ccc(OC(=O)COc2ccccc2C)c(-n2nc3ccccc3n2)c1	5	·	-71	-1	-5	-56	-255	-55	-319	10	2
CCCC1(CCC)NC(=O)N(CC(=O)c2cc(C)n(-c3ccc4c(c3)OCO4)c2C)C1=O	1	8	14	1	-6	-25	12	-12	-7	11	5
CCN1CCN(C(=O)c2ccccc2Nc2ccc(SC(F)F)cc2)CC1	0	0	-8	-4	-4	-22	6	-23	-5	3	-7
CSc1ccc(CN(C)C(=O)C23CC4CC(CC(Cl)(C4)C2)C3)cc1	-1	2	9	-10	-3	-39	14	-9	24	-11	6
CCOC(=O)C1=C(C)N(C[C@@H]2CC[C@@H](Cc3ccc(-c4ccccc4)cc3)O2)C(=O)NC1c1ccc([N+](=O)[O-])cc1 (some centres not stated)	·	-9	8	-1	-6	-13	3	-2	15	0	9
Cc1cc(CNC(=O)COc2ccc([N+](=O)[O-])cc2)c2ccccc2n1	-3	1	1	-1	-2	-2	15	5	9	8	2
O=C(NC1CCCCCC1)C1c2ccccc2C(=O)N1Cc1cccnc1 (configuration not stated)	4	28	-10	0	-9	11	10	1	5	2	-7
C=CC[C@@H](CC(=O)N[C@H](CO)Cc1ccccc1)C(=O)N[C@@H](C)COC(=O)[C@@H](CC=C)Cc1ccc(F)cc1	·	-2	9	-6	-5	4	5	7	8	-14	20
COc1ccc(C(=O)Nc2ccccc2C(=O)NC(C(=O)NCc2ccco2)C(C)C)cc1 (configuration not stated)	2	3	-9	-3	·	-21	8	19	28	2	-3
COc1ccc(CNC(=O)c2cccnc2Sc2ccc(C)c(C)c2)cc1	1	-17	-14	6	-1	11	-7	5	16	0	-18
CCOc1ccc(-n2cnc3c(=O)[nH]c(N)nc32)cc1	-1	-7	-13	-2	-4	-27	6	-22	2	-1	-10
Cc1ccc(C2SCCN2C(=O)c2ccc([N+](=O)[O-])cc2)cc1 (configuration not stated)	3	10	7	-4	-6	8	15	-9	5	-10	-8
Cc1ccc(S(=O)(=O)c2c(C)cc(C)[nH]c2=O)c(C)c1	2	-4	-12	-1	-4	-28	7	16	-6	-4	-24
CC(=O)c1cccc(NC(=S)NCCC2=CCCCC2)c1	3	4	26	2	·	-7	-96	-3	-93	-5	-4

Further results:
SMILES	NR2E3 ag-1	Vif inh	Shn3 3UTR inh	PDI turbidity	CaV13 ICDI inh	NR2E3 ag-2	HIF-2a block	TRPM1 prom inh	Peg3 promoter	KKLEB cytotox	CF NFkB block
CCOC(=O)C1=NNC2(c3ccc(Cl)cc3)C(=O)N(c3ccc(C)cc3)C(=O)C12 (configuration not stated)	-2	-2	-22	11	-5	-9	4	1	7	-2	7
Cc1cccc(S(=O)(=O)C(C#N)c2nc3ccccc3nc2N2CCCC2)c1 (configuration not stated)	1	-7	4	2	-6	-7	-7	4	9	2	-19
COc1ccccc1N1CCN(C2CCCN(S(=O)(=O)c3ccccc3)C2)CC1 (configuration not stated)	-1	-6	6	-5	·	12	2	0	7	9	-19
COCCn1c(=NC(=O)c2ccc3c(c2)OCCO3)sc2cc(S(N)(=O)=O)ccc21	2	13	25	1	-5	8	3	6	26	-9	4

Profiles, quoted from the list.
Profile of Cc1onc(-c2c(F)cccc2Cl)c1C(=O)OCC(=O)NC(c1ccccc1)c1ccccc1 : NR2E3 ag-1 = -5; Vif inh = 2; Shn3 3UTR inh = 27; PDI turbidity = -1; CaV13 ICDI inh = -8; NR2E3 ag-2 = -5; HIF-2a block = 2; TRPM1 prom inh = -6; Peg3 promoter = 31; KKLEB cytotox = -12; CF NFkB block = 12
Profile of C/C(=N\NC(=O)c1cc2ccccc2cc1O)c1cc2ccccc2o1 : NR2E3 ag-1 = -1; Vif inh = -10; Shn3 3UTR inh = -6; PDI turbidity = -6; CaV13 ICDI inh = -2; NR2E3 ag-2 = 0; HIF-2a block = -23; TRPM1 prom inh = 8; Peg3 promoter = 9; KKLEB cytotox = -5; CF NFkB block = 23
